Mdm2-MdmX inh = human Mdm2/MdmX binding inhibition. O15151+Q00987. 330,000 compounds, 3% hits. inhibition, % at 8 µM. SaOS-2 split-luciferase Mdm2/MdmX complementation, luminescence;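 active = inhibition of at least 50% at 8 µM in the primary screen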
XBP1 UPR activ = activators of adaptive arm of unfolded protein response (XBP1). activation, % at 20 µM. CHO-XBP1 luciferase reporter, IRE1-XBP1 UPR activation, luminescence; percent of tunicamycin response, DMSO as zero. 330,000 compounds, 0.33% hits;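 active = versus positive control, 20 µM dose yields 30% or more activation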;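 also: 100% = tunicamycin at 10 µg/mL and 0% = DMSO only wells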
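Assay system: CHO-XBP1 luciferase reporter cells; Schedule: 6 h treatment, 37 °C; Detection: glow luminescence from Steady-Glo reagent; Benchmarks: high control tunicamycin 10 µg/mL final, low control DMSO vehicle only.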
NR3A LBD binder = modulators (binders) of human NR3A ligand-binding domain; NR3A LBD differential scanning fluorimetry, Tm shift; 0% = protein alone, 100% = glycine-bound protein; Tm shift relative to glycine control, % at 25 µM; 340,000 compounds, 2.5% hits; AID 1259313;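 active = melting temperature shift of at least 10% of the positive control shift, at one fixed dose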
NALP3 yeast inh = blocks the NALP3 inflammasome reconstituted in yeast; 330,000 compounds, 0.39% hits; Yeast reconstituted NLRP3/ASC/caspase-1, beta-gal luminescence, 24 h; inhibition, % at 10 µM;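 active = inhibition of 50% or more; inactive = inhibition below 50%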;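 also: plate controls were induced DMSO wells for no effect and uninduced yeast grown without galactose for full effect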
tim10-1 inh = tim10-1 yeast growth inhibition; S. cerevisiae tim10-1 ts strain growth, BacTiter-Glo, 24 h; AID 463190; inhibition, % at 20 µM; 330,000 compounds, 2.2% hits;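 active = inhibition of at least 40%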;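 also: mutant grown at 25 °C; 0% = DMSO wells with yeast and 100% = wells holding no yeast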
TIM10 inh = inhibits growth of TIM10 yeast strain. 330,000 compounds, 1.4% hits. S. cerevisiae TIM10 strain growth, BacTiter-Glo luminescence, 24 h. inhibition, % at 10 µM;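 active = inhibition of 40% or more at the single tested concentration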;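 also: wild-type TIM10 isogenic control strain grown at permissive 25 °C; 0% = DMSO yeast wells and 100% = minimal medium wells without yeast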
tim23-1 inh = tim23-1 yeast growth inhibition; S. cerevisiae tim23-1 growth, BacTiter-Glo luminescence, 24 h; inhibition, % at 20 µM; 330,000 compounds, 1.3% hits;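 active = growth inhibition of the mutant yeast at or above 50%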;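 also: temperature-sensitive mutant grown at 25 °C; plate controls were DMSO-treated mutant yeast for no effect and medium wells lacking yeast for full effect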
APJ agonist = APJ receptor agonism; P35414; CHO-K1 APJ PathHunter beta-arrestin, luminescence; 0% DMSO wells, 100% apelin; activation, % at 20 µM; 330,000 compounds, 0.11% hits; AID 2520;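 active = activation more than six SD over the plate average, tested at 20 µM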;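 also: 0% = DMSO alone and 100% = apelin-13 at 10 nM; some results filed as inactive read as strong as hits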
Target sequence (P35414 whole entry, looked up): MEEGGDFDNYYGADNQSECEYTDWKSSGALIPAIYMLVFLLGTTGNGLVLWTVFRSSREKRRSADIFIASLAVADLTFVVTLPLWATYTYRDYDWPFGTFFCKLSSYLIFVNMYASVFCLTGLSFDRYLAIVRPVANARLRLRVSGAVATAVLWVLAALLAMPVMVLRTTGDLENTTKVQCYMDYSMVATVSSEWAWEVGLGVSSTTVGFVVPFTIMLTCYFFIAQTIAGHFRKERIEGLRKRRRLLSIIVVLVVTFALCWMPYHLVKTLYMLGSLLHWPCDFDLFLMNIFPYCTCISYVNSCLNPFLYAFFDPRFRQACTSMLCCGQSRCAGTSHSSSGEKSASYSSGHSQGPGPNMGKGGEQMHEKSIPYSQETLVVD
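system = engineered CHO-K1 APJ arrestin reporter cells | input = 1000 cells per well | timing = overnight seeding, 90 min compound at 25 °C, 1 h detection | measured by = enzyme-fragment complementation luminescence | read-out = beta-arrestin recruitment to APJ as agonist activity, luminescent signal | control set = negative DMSO alone, positive Apelin-13 at 10 nM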
UPR CHOP act = activators of apoptotic arm of unfolded protein response (CHOP) | CHO-CHOP luciferase reporter, UPR activation, luminescence; percent of tunicamycin response over DMSO baseline | 330,000 compounds, 0.34% hits | activation, % at 10 µM | AID 449763;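 active = at 10 µM dose, activation of 40% or more, normalized to positive control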;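 also: 100% = tunicamycin at 10 µg/mL and 0% = DMSO alone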
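Evaluation: % reporter activation, DMSO baseline versus tunicamycin full activation; System: CHO-CHOP luciferase reporter cell line; Input: 500 cells/well; Incubation: 6 h compound treatment, 37 °C; Measured by: Steady-Glo luciferase luminescence; Dosing: one dose, 10 µM in 0.5% DMSO; Buffer or medium: F12 medium, 10% FBS; Benchmarks: positive tunicamycin 10 µg/mL, negative DMSO alone.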
* = called active by the depositor; x = not tested or not shown. These rows are one share of the data; the hit share may differ from the screen's.

SMILES	Mdm2-MdmX inh	XBP1 UPR activ	NR3A LBD binder	NALP3 yeast inh	tim10-1 inh	TIM10 inh	tim23-1 inh	APJ agonist	UPR CHOP act
COc1ccc(CN2C(=O)NC(=O)/C(=C\c3cc(OC)c(OC)c(OC)c3)C2=O)cc1	0	-2	-5	6	5	4	6	-4	0.3
COc1ccc(N2C(=O)NC(=O)/C(=C/c3ccc(N4CCOCC4)cc3)C2=O)cc1	10	0	x	7	2	15	5	-3	1.8
COC(=O)C1=C(c2ccc(-c3ccccc3)c(F)c2)C[C@@H]2CC[C@H]1N2C(=O)NCC1CC1	27	-3	0	6	10	8	26	-2	-1.2
CCCCn1c(O)c(C(CC)=NCc2ccco2)c(=O)[nH]c1=O	20	1	-3	0	39	16	36	-1	1.8
CCCCn1c(O)c(C(C)=NCCCn2ccnc2)c(=O)[nH]c1=O	11	1	1	5	21	-20	-7	-5	-2.3
CC(=NCC1CCCO1)c1c(O)n(C)c(=O)n(C)c1=O (centres undefined)	12	-1	2	7	16	4	4	0	-0.5
COC(=O)C1=C(c2cccc(OCc3ccccc3)c2)C[C@@H]2CC[C@H]1N2C(=O)NCc1ccccc1	-9	-2	-1	-1	17	0	25	0	-0.5
C=CC1CN2CCC1CC2c1[nH]c2ccccc2c1CCO (centres undefined)	24	0	-2	-3	8	0	-10	-3	1.6
CC(=NCCCO)c1c(O)[nH]c(=O)[nH]c1=O	5	-2	0	8	-12	14	4	-4	0.4
O=c1[nH]c(=O)n(CCC2=CCCCC2)c(O)c1/C=N/N1CCOCC1	19	-2	0	11	5	-7	5	2	-1.5
C[C@H](N)CN1CCc2ccc(Br)cc21	14	-4	-2	14	9	2	13	-3	0.3
C=C1C(=O)O[C@@H]2C[C@@H](C)[C@@H]3C4OC4C(=O)[C@@]3(C)[C@@H](O)[C@H]12 (some centres undefined)	101*	-8	-3	17	23	22	28	2	-4.6
CC(C)Cc1nc(N2CCNCC2)c(C#N)c2c1CCC2	22	1	4	13	24	21	13	-1	0.8
COC1=C(C)C(=O)O[C@]12C(=O)C(C)=C1CCCCN3[C@H]([C@@H]4C[C@H](C)C(=O)O4)CC[C@]132	-11	2	1	14	5	6	12	-3	-1.0
COc1ccc(OC)c(CNCCc2ccc(OC)c(OC)c2)c1	17	-1	-5	11	-16	12	2	3	3.2
Cc1cccc(OCC(=O)N2CCN(Cc3ccc4c(c3)OCO4)CC2)c1	14	1	-3	22	-10	-11	-30	-2	-1.2
CCC(=NCCCn1ccnc1)c1c(O)n(-c2ccccc2)c(=O)[nH]c1=O	21	-2	0	12	8	23	4	1	1.6
CN(C)C(=O)Oc1ccc(OCc2n(C)c3ccccc3[n+]2C)cc1	5	0	2	-6	-17	-10	-11	-6	2.6
CC(=O)/C=C/c1ccccc1	-8	-3	5	4	-5	4	-5	-1	-1.9
CSc1ccccc1C(=O)C1CCCN(Cc2ccn[nH]2)C1 (centres undefined)	-21	-4	1	18	11	-1	7	-3	-0.4
O=C(CCn1c(=O)oc2ccccc21)N1CCC2(CC1)OCCO2	2	-2	-1	4	20	-2	16	3	-0.7
COC(=O)C1=C(c2ccc(S(C)(=O)=O)cc2)C[C@@H]2CC[C@H]1N2C(=O)N1CCC(O)CC1	10	-1	3	6	6	-6	-21	-4	0.2
COc1cc(C)c(CN2CC=C(c3ccc(F)cc3)CC2)cc1C	35	-3	0	2	-32	-19	-8	-3	-1.2
O=C1CCN(C(=O)C(Cl)Cl)N1	5	4	-1	1	8	5	-4	-2	-1.7
O=C(c1cn(Cc2ccccc2F)c2ncccc12)C(F)(F)F	4	2	0	-12	24	-2	5	-3	-1.8
O=C1NC(=O)C(=Cc2ccc(-c3ccc(F)cc3O)o2)C(=O)N1	38	9	-12	11	6	-11	-12	6	13
Cc1cc(C=O)c(C)n1C1CC1	15	-1	-1	-5	-6	-23	10	1	-1.9
CCN(CC)C(=O)c1ccc2c(c1)C1C=CCC1C(C(=O)O)N2 (centres undefined)	16	-4	-1	20	10	8	-4	2	-0.5
Cc1c(N=Cc2c(O)n(C)c(=O)[nH]c2=O)c(=O)n(-c2ccccc2)n1C	13	-1	2	15	-9	9	-26	3	3.2
O=C(O)COc1ccccc1	8	-2	0	1	-24	4	-17	0	0.7

Next part; it opens with the two that closed the last part.
SMILES	Mdm2-MdmX inh	XBP1 UPR activ	NR3A LBD binder	NALP3 yeast inh	tim10-1 inh	TIM10 inh	tim23-1 inh	APJ agonist	UPR CHOP act
Cc1c(N=Cc2c(O)n(C)c(=O)[nH]c2=O)c(=O)n(-c2ccccc2)n1C	13	-1	2	15	-9	9	-26	3	3.2
O=C(O)COc1ccccc1	8	-2	0	1	-24	4	-17	0	0.7
O=C(COC(=O)Cc1ccccc1)Nc1cccnc1Cl	5	-2	0	14	6	1	5	-2	4.0
COc1cc2c(cc1O)C[C@H]1NCCc3cc4c(c-2c31)OCO4	61*	-2	-11	23	14	11	15	5	-2.3
O=C(Cc1ccccc1F)N1CCN(CC(=O)N2CCCC2)CC1	6	-1	2	6	-7	-3	-3	-1	1.8
Cc1ccc(C2C(S(C)(=O)=O)=C(O)C(=O)N2c2ccccc2)cc1 (centres undefined) (tested in a mixture with another compound)	3	-3	7	-4	3	6	13	0	1.9
CC(C)C(=O)c1cn(Cc2ccccc2C#N)c2ccccc12	10	-7	2	-3	18	10	16	-4	-3.2
CCN1CCN(CC(=O)c2c(C)n(Cc3ccccc3)c3ccc(OC)cc23)CC1	31	5	-2	-1	5	24	7	-4	0.7
CCOc1ccccc1NC(=O)N1CCC2(CC1)OCCO2	-3	-2	1	-1	14	9	-1	-2	-0.4
Cc1ccc(-n2c(O)c(C=NCCN(C)C)c(=O)[nH]c2=O)cc1	8	2	-1	35	6	-10	4	-3	-0.8
COc1ccc(CCNCc2ccc(Br)cc2)cc1OC	28	-1	2	30	-24	-6	-28	-3	-2.2
Nc1ncn[nH]1	4	-3	3	1	9	10	4	-3	-0.4

Three records drawn at random from the list so far, as already listed:
SMILES	Mdm2-MdmX inh	XBP1 UPR activ	NR3A LBD binder	NALP3 yeast inh	tim10-1 inh	TIM10 inh	tim23-1 inh	APJ agonist	UPR CHOP act
Cc1ccc(-n2c(O)c(C=NCCN(C)C)c(=O)[nH]c2=O)cc1	8	2	-1	35	6	-10	4	-3	-0.8
COC(=O)C1=C(c2ccc(S(C)(=O)=O)cc2)C[C@@H]2CC[C@H]1N2C(=O)N1CCC(O)CC1	10	-1	3	6	6	-6	-21	-4	0.2
O=C(Cc1ccccc1F)N1CCN(CC(=O)N2CCCC2)CC1	6	-1	2	6	-7	-3	-3	-1	1.8

Further results follow:
SMILES	Mdm2-MdmX inh	XBP1 UPR activ	NR3A LBD binder	NALP3 yeast inh	tim10-1 inh	TIM10 inh	tim23-1 inh	APJ agonist	UPR CHOP act
OCCOCCO	3	-2	-1	6	2	-2	8	-4	-0.7
O=C(Cc1ccc(Br)cc1)N1CCN(Cc2ccccc2)CC1	-3	-1	-2	0	15	26	-10	-3	2.5
C=CCn1c(O)c(C=NCCN(C)C)c(=O)[nH]c1=O	17	0	0	12	3	4	9	-4	-2.6
CN1CCc2c(c(N3CCCCC3)nc3n[nH]c(N)c23)C1	-17	0	-2	3	-4	-2	9	-2	-1.4
Cc1ccccc1-[n+]1c(-c2ccccc2)cc(-c2ccccc2)cc1-c1ccccc1	88*	-1	-6	-2	42*	-12	-9	8	1.3
C[C@@H]1C[C@H]2OC(=O)C3(CO3)[C@H]2[C@H](O)[C@]2(C)C(=O)C3OC3[C@@H]12 (some centres undefined)	51*	-4	x	19	-8	-5	5	0	37
CCCCc1nc2ccccc2c(=O)n1-c1ccc(O)cc1	-2	-1	1	30	-1	15	13	-2	-0.5
CC(=NC(C)c1ccccc1)c1c(O)[nH]c(=O)[nH]c1=O (centres undefined)	-5	2	-3	-8	3	-3	13	-4	1.8
CN(C)C(=O)Oc1cccc(NC(=O)c2ccccc2C(F)(F)F)c1	19	-1	0	15	3	-5	7	5	-1.4
C[C@]12CCC3C(CC[C@H]4C[C@@H](O)CC[C@]34C)C1C[C@H](Br)[C@@H]2O (some centres undefined)	10	-2	x	62*	-108	-167	-28	-3	-0.6
C=CCn1cc(C=C2C(=O)N(C)C(=O)N(C)C2=O)c2ccccc21	-9	-5	2	19	27	-5	19	2	-0.4
c1ccc(CCNC2CCCCCC2)cc1	25	0	0	9	-5	12	-8	-6	0.1
Cc1c(C(=O)N2CCC3(CC2)OCCO3)oc2ccc(S(=O)(=O)N3CCCCC3)cc12	13	-4	-13	-10	38	20	21	-1	1.9
C=CCn1c(=O)c(C=Nc2cccnc2Cl)c(O)n(CCCC)c1=O	13	2	-2	8	-2	-8	15	-1	-0.6
Cn1cc(C(=O)NP(=O)(N2CCOCC2)N2CCOCC2)c2ccccc21	1	2	0	20	6	8	6	-3	0.0
Clc1ccc2nc3c(c(-c4ccccc4)c2c1)CNCC3	47	-2	-1	17	18	14	18	3	1.3
O=C1NCCN2CCCC12 (centres undefined)	8	-1	-2	3	8	-7	5	-1	0.9
CCC(C)N1C(=O)/C(=C\c2cc3c4c(c2)CCCN4CCC3)C(=O)NC1=S (centres undefined)	27	-4	-17	8	14	-3	14	0	25
Cn1c(=O)cc(OCC(=O)N2CCN(C3CCCCC3)CC2)c2ccccc21	16	-1	2	6	-10	5	-1	-3	3.2
O=c1[nH]c(=S)n(CCC2=CCCCC2)c(O)c1/C=N/N1CCOCC1	22	-2	1	11	37	36	52*	-4	0.8
CCN(CC)P(=O)(c1nccn1C)N(CC)CC	-18	3	0	2	2	4	-2	-3	1.2
CN1C(=O)C(=Cc2ccc(-c3cccc(Cl)c3)o2)C(=O)N(C)C1=O	8	-3	x	14	16	7	32	-1	0.7
CC1(C)C2CC=C(CN3CCOCC3)C1C2 (centres undefined)	12	-3	3	3	5	2	-1	-1	-2.1
C[C@]12CC[C@H](O)CC1=CCC1C2CC[C@@]2(C)C1C[C@@H](O)[C@@H]2O (some centres undefined)	-12	2	1	37	-2	-15	6	-3	-0.1
Cc1ncc(CN2CCCC(C(=O)c3cccc(OC(C)C)c3)C2)s1 (centres undefined)	18	3	-2	23	-7	-7	-30	-3	0.6
Cc1ccc(N/N=C/c2c(O)n(-c3ccccc3)c(=O)[nH]c2=O)cc1	-23	1	-3	12	-8	0	-34	1	3.2
Cc1nn(Cc2ccc(Cl)cc2Cl)c(Cl)c1C(=O)O	21	-2	-1	6	1	18	11	-3	-1.6
COc1ccc2c(c1)c(C(=O)O)c(C)n2C(C)C	-13	1	1	11	12	8	25	-1	1.0
CCN(CC)CC(O)c1ccc(C2CCCC2)cc1 (centres undefined)	6	1	-7	9	-18	4	-27	-3	1.6
CC(N)Cc1cn(Cc2ccccc2)c2ccccc12 (centres undefined)	32	0	1	24	6	1	-6	0	1.6
O=C(Nc1ccc(Cl)cc1C(=O)c1ccccc1)c1ccco1	4	4	-2	-23	11	2	24	4	0.2
Fc1c(F)c(F)c(N2CCNCC2)c(F)c1F	-10	-1	0	-9	0	8	9	-4	-0.1
COC(=O)C1=C(c2ccc(OCc3ccccc3)cc2)C[C@@H]2CC[C@H]1N2C(=O)NCCN1CCOCC1	-35	-1	4	13	13	4	9	1	0.4

From PubChem BioAssay
